procasp7 counter – counter-screen: procaspase-7 (human) activation; recombinant procaspase-7, Ac-DEVD-pNA absorbance 405 nm; D23A/D198A/D206A triple mutant, cannot self-cleave; scale: DMSO 0, 5 µM enzyme 100; AID 463210; actives 0.093% (n = 330,000); activation, % at 8.5 µM;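 active means percent activation above the screen-wide mean plus 3 SD, cut at about 25% in these data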
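System: Procaspase-7 triple mutant (PC-7 D3A); measure: % activation from two-timepoint absorbance difference, scaled to controls; times: 1 h compound preincubation, 2 h substrate cleavage, 25 °C; also added: Ac-DEVD-pNA substrate, 400 µM as added; measured by: Epi-absorbance of released pNA at 405 nm, two timepoints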
GRK2 inh – human GRK2 inhibition via aptamer displacement; bead flow cytometry, FAM-aptamer displacement from GRK2; inhibition of aptamer binding, % at 10 µM; actives 0.59% (n = 330,000); AID 488847;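 active means inhibition of aptamer binding above 40%, roughly 3 SD of noise, on plates passing a quality check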;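 further: median bead fluorescence of bound FAM aptamer so fluorescent compounds give negative values; no value below 0 was filed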
Target sequence (P25098 whole entry, looked up): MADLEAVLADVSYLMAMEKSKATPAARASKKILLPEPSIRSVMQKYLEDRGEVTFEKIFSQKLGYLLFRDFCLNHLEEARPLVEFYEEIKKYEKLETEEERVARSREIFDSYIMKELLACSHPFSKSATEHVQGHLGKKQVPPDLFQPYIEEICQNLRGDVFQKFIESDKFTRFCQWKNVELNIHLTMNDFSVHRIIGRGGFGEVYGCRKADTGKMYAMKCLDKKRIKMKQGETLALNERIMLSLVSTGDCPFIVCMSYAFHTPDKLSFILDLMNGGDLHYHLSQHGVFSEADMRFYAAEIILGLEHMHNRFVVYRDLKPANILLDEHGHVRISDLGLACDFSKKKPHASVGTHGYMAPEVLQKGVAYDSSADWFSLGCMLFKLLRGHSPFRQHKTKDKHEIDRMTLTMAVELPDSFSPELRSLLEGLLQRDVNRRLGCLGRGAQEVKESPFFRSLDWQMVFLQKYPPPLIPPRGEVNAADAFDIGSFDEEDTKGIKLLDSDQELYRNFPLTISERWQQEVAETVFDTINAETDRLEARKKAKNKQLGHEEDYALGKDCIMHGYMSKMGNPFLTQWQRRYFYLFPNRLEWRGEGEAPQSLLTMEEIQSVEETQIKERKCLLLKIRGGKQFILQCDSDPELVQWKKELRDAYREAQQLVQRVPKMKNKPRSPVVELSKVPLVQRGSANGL
JMJD2C inh – human JMJD2C demethylase inhibition; inhibition, % at 2.35 µM; Q9H3R0; actives 0.069% (n = 330,000); GST-JMJD2C(1-420) H3K9me3 demethylation, DELFIA europium;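 active means more than half of a compound's replicate wells show inhibition beyond 50%, single wells judged on their own value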;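 further: signal counts dimethyl H3K9 product captured on neutravidin plate; 0% = median of DMSO wells and 100% = 0.3 times that DMSO median; strong numbers were not always called active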
Target sequence (Q9H3R0 1-420 limits assumed): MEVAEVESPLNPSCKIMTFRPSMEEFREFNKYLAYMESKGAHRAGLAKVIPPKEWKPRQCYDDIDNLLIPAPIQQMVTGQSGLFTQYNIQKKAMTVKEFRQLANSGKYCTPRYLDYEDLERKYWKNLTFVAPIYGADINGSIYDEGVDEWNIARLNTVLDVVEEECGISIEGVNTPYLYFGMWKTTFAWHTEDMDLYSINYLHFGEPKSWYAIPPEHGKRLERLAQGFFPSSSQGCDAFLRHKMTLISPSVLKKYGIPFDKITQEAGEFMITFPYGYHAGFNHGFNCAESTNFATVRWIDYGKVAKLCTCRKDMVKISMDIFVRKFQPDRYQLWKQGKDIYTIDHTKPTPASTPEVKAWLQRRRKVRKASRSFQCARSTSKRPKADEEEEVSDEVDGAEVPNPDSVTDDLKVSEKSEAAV
procasp3 activ – activates human procaspase-3 | P42574 | recombinant procaspase-3 D3A, Ac-DEVD-pNA absorbance 405 nm | activation, % at 8.5 µM | actives 0.11% (n = 330,000) | AID 463141;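 active means activation above the mean of all tested compounds plus 3 SD, cut at about 21% in these data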;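 further: 0% = DMSO alone and 100% = DMSO wells spiked with extra 5 µM PC-3 D3A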
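assay system = Procaspase-3 D3A mutant | signal = absorbance at 405 nm, 0 and 120 min | times = 1 h preincubation plus 2 h reaction at 25 °C | repeats = single replicate | read-out = % activation between DMSO and enzyme-spiked controls | medium = Zinc-free HEPES saline buffer with Triton X-100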
PP5 primary – PP5 (human) phosphatase inhibition | P53041 | purified PP5c, OMFP substrate fluorescence | inhibition, % at 6.7 µM | actives 0.18% (n = 320,000);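 active means inhibition above the campaign's mean inhibition across all tested compounds plus 3 SD, cut at about 9.5% in these data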;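 further: 0% = DMSO only and 100% = 100 µM cantharidin control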
core dimer inh – blocks dimerization of HCV core protein. TR-FRET GST/Flag-core106 dimerization, 1536-well. inhibition, % at 5 µM. actives 0.33% (n = 300,000). AID 1899;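 active means inhibition above the mean of all tested compounds plus 3 SD, set per screening campaign, cut at about 45% in these data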
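Material: GST/Flag-tagged HCV core106 proteins. Incubation: 4 h, 22.5 °C incubation. Read-out basis: inhibition (%) from 671 over 617 nm ratio. Measured by: TR-FRET, excitation 340 nm, emission 617 and 671 nm.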
PP1 inh – blocks human PP1-alpha phosphatase, a PP5 counter-screen. purified PP1alpha, OMFP fluorescence. inhibition, % at 6.7 µM. actives 0.9% (n = 320,000). P62136;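 active means inhibition above the mean inhibition of all tested compounds plus 3 SD, computed separately for each screening campaign, cut at about 15% in these data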
VLA-4 inh – inhibition in a human VLA-4 binding assay; inhibition, % (about 7 µM as worked out from the volumes in the protocol); P13612; actives 0.2% (n = 330,000); VLA-4 expressing cells, ligand binding flow cytometry; in the data active means inhibition above about 50%
CTSL1 counter – blocks F. hepatica cathepsin L1 in PFM18AAP counter-screen; recombinant F. hepatica cathepsin L1, Z-Leu-Arg-MCA fluorescence; inhibition, % at 5.96 µM; AID 1906; actives 0.49% (n = 300,000);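 active means inhibition above the mean of all tested compounds plus 3 SD, set per screening campaign, cut at about 17% in these data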;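 further: 0% = plate median of test compound wells and 100% = 1 µM Z-Phe-Ala-diazomethylketone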
Numbers without * were called inactive; / = not tested or not shown.

The first four records (preview)
Order of results – procasp7 counter	GRK2 inh	JMJD2C inh	procasp3 activ	PP5 primary	core dimer inh	PP1 inh	VLA-4 inh	CTSL1 counter
Cc1cc(NC(=O)c2ccc(NC(=O)C3CC3)cc2)no1
→ 13	0	2	2	3.4	0	2	-8	1
COc1ccc(-c2c(C)oc3c(CN4CCCCC4C)c(O)ccc3c2=O)cc1 (configuration not stated)
→ 2	1	6	1	-0.3	-14	0	-14	3
CCCN(CCC)CCCOC(=O)c1ccc(Cl)cc1Cl
→ 15	0	0	-1	2.1	-8	0	-4	0
COc1ccc(OC)c(S(=O)(=O)Nc2cccc(F)c2)c1
→ -4	1	-4	10	-0.3	-2	-8	4	-4

The list itself, previewed entries included:
Order of results – procasp7 counter	GRK2 inh	JMJD2C inh	procasp3 activ	PP5 primary	core dimer inh	PP1 inh	VLA-4 inh	CTSL1 counter
Cc1cc(NC(=O)c2ccc(NC(=O)C3CC3)cc2)no1
→ 13	0	2	2	3.4	0	2	-8	1
COc1ccc(-c2c(C)oc3c(CN4CCCCC4C)c(O)ccc3c2=O)cc1 (configuration not stated)
→ 2	1	6	1	-0.3	-14	0	-14	3
CCCN(CCC)CCCOC(=O)c1ccc(Cl)cc1Cl
→ 15	0	0	-1	2.1	-8	0	-4	0
COc1ccc(OC)c(S(=O)(=O)Nc2cccc(F)c2)c1
→ -4	1	-4	10	-0.3	-2	-8	4	-4
CCOc1ccc(OCCSc2ccc(S(=O)(=O)N3CCN(C)CC3)cn2)cc1
→ -4	0	0	0	5.0	/	2	-1	/
CCOc1cc(C(=S)N2CCOCC2)ccc1OC(=O)/C=C/c1ccc(OC)c(OC)c1
→ 2	0	16	6	4.0	-3	0	7	-7
CCN1CCN(C2=C(NS(=O)(=O)c3ccc(Br)cc3)C(=O)c3ccccc3C2=O)CC1
→ -7	0	4	4	1.4	-31	0	0	20*
CON(C)S(=O)(=O)c1cccc(C(=O)NC2CCSc3ccccc32)c1 (configuration not stated)
→ 10	2	-20	1	1.1	15	3	-6	2
CC(C)CCNC(=O)CCc1nnc2n(CCCOC(C)C)c(=O)c3ccccc3n12
→ 9	2	2	4	-2.0	-1	-1	12	-1
Oc1ccc2ccccc2c1C=NCc1cn2ccsc2n1
→ 5	4	-15	-2	1.0	6	1	18	2
CCCNC(=O)c1cn(CC)c2cc(N3CCN(C(=O)c4ccco4)CC3)c(F)cc2c1=O
→ 2	2	0	-6	4.3	-8	7	7	-1
Cn1c(=O)c2c(nc(CN3CCN(C(=O)c4ccco4)CC3)n2CCCc2ccccc2)n(C)c1=O
→ 4	1	15	0	1.9	-6	0	11	-4
COc1ccc(NC(=O)COC(=O)CCNS(=O)(=O)c2ccccc2)cc1OC
→ 3	0	2	1	0.9	0	-1	-6	-24
O=C(NCCc1ccc(Cl)cc1)C1COc2ccccc2O1 (configuration not stated)
→ 6	0	-9	8	1.4	6	-1	-3	-1
O=C(Cn1nnc2ccccc2c1=O)N[C@@H](Cc1ccccc1)C(=O)O
→ 3	0	11	5	3.5	-2	-2	7	1
CCOC(=O)CC1CCCCN1C(=O)c1ccc2oc(CCc3ccccc3)nc2c1 (configuration not stated)
→ 10	2	-2	-4	2.0	-1	0	-9	-1
O=C(NCc1ccncc1)C1CCCCC1
→ 1	5	2	8	-0.1	1	1	19	1
CCCCn1c(-c2csc(CCC)c2)n[nH]c1=S
→ -26	1	-8	-14	0.9	7	10	1	2
NS(=O)(=O)c1ccc(NC(=S)NC2CCCCC2)cc1
→ -8	0	13	-6	0.2	1	-7	8	-3
CCn1c(SCC(=O)Nc2ccc(OC)c(OC)c2)nnc1-c1cnccn1
→ 10	2	16	-2	0.7	-5	0	-3	4
COC(=O)CCCC1=CC2=CC(=O)C(C)(OC(=O)c3cccs3)C(=O)C2=CN1CCCOC(C)C (configuration not stated)
→ 0	0	4	5	2.6	2	0	20	3
CCOc1ccccc1-c1nc(-c2ccc(NC(=O)Cc3ccc(OC)cc3)cc2)no1
→ -8	0	11	4	-0.8	6	15	11	1
CCN(CC)CCOC(=O)C1(C2CCCCC2)CCCCC1
→ 1	0	-20	3	1.0	3	1	43	3
CC(C)[C@@]1(c2ccccc2)ON(c2ccccc2C(F)(F)F)C1=O
→ 9	0	8	8	-1.8	/	-2	23	/
Cc1ccc([N+](=O)[O-])cc1N(CC(=O)Nc1ccc(S(=O)(=O)Nc2cccc(C(F)(F)F)c2)cc1)S(C)(=O)=O
→ 7	0	0	2	7.5	7	3	11	1
CCOc1ccc(CCNC(=O)c2cc(-c3ccccc3)c(N3CCOCC3)s2)cc1OCC
→ 5	1	1	0	1.6	8	4	7	8
Cc1cccc(NC(=O)C2Cc3ccccc3CN2C(=O)OCc2ccccc2)c1C (configuration not stated)
→ 2	2	2	1	0.0	5	1	13	-3
Cc1cc(C(=O)CSC(C)c2nc3ccccc3c(=O)[nH]2)c(C)n1C (configuration not stated)
→ 8	4	11	1	-0.3	3	-2	-15	-2
OCCN1CCN(CC(O)COc2ccc(Cl)cc2)CC1 (configuration not stated)
→ 10	3	-6	-4	0.6	-1	1	10	-3
CC(=O)c1c(C)oc2ccc(N(C(=O)c3ccncc3)S(=O)(=O)c3ccccc3)cc12
→ 5	1	10	0	0.6	0	1	-1	-1
Cc1nnc(-c2cnn(C)c2N)n1Cc1cccc(Cl)c1
→ -3	4	1	-9	-0.4	-2	0	-3	0
COc1ccc(C(=O)NC2CC2)cc1OC1CCN(Cc2cc(C)c(C)cc2C)CC1
→ 5	0	3	1	1.6	-1	-6	18	-2
CCN(CC)C(=S)Nc1ccc(OC)cc1
→ -7	5	-7	1	-1.3	2	0	11	-4
COc1cc(C2C(C(=O)c3ccco3)=C(O)C(=O)N2CC2CCCO2)ccc1O (configuration not stated)
→ 1	1	20	8	1.2	11	2	2	3
O=S(=O)(c1ccccc1)N1CCN(S(=O)(=O)c2ccc(F)cc2)CC1
→ -1	0	1	-3	-0.1	2	-1	10	-4
Cn1c(C2CCCCC2)nc2cc(N)ccc21
→ -5	0	-21	3	2.0	-3	-4	-5	-6
CCCn1c2ccccc2c2nnc(SCC(=O)Nc3ncccn3)nc21
→ 3	2	-1	-2	2.8	11	-1	-1	-1
COc1cc(NC(=O)c2ccc(-c3cccc([N+](=O)[O-])c3)o2)ccc1NC(=O)C(C)C
→ -3	0	-7	-3	0.8	-4	-1	-5	6
CC(C)(C)c1csc(NC(=O)c2cccnc2Cl)n1
→ 2	2	-2	3	0.5	-3	-5	26	2
COc1cc(C=O)ccc1OCCSc1ccc(C)cc1
→ -11	1	-1	2	0.9	5	3	4	1
CC(C)CSc1oc(-c2ccco2)nc1S(=O)(=O)c1ccccc1
→ -7	6	-1	-5	0.8	9	-4	3	3
Cc1cc(C)c2c(N)c(-c3nc4ccccc4[nH]3)sc2n1
→ -3	0	1	0	0.7	-6	-1	5	0
CC(=O)OCCc1c(C)nc2nc[nH]n2c1=O
→ 9	0	17	-13	-1.0	-1	-3	-4	2
C=CCn1c(NCc2ccccc2O)nc2ccccc21
→ 11	0	1	-5	-0.1	9	-3	9	3
S=c1[nH]nc(-c2n[nH]c3c2CCC3)n1/N=C/C=C/c1ccccc1
→ -22	1	5	-14	-1.4	3	9	9	-1
Cc1ccc2nc(N/N=C\c3ccc([N+](=O)[O-])o3)nc(-c3ccccc3)c2c1
→ 7	8	0	1	4.2	22	0	-6	2
C=CCNC(=O)c1c(Cl)nc(C)c([N+](=O)[O-])c1C
→ 4	0	6	8	0.1	-2	-1	-4	5
CCOC(=O)C(=O)N(CC)C1CCS(=O)(=O)C1 (configuration not stated)
→ 6	0	/	1	0.9	-2	-3	11	8
NC(=O)C1(NC(=O)[C@@H]2CC3(CC(c4cccc(NC(=O)[C@@H]5CCC(=O)N5)c4)=NO3)CN2C(=O)Cc2ccc(C(F)(F)F)cc2)CC1 (some centres not stated)
→ 9	1	2	4	0.6	-15	2	11	0
CC(C)(C)N(Cc1ccccc1)C(=O)COC(=O)[C@@H]1CCCN1C(=O)c1cccs1
→ 3	2	-4	5	-0.6	3	-6	6	-2
CN1/C(=C\C=C2/SC(=S)N(CC(=O)O)C2=O)C(C)(C)c2ccccc21
→ -14	13	5	-13	1.1	-23	-5	-195	1
CCCCCc1cc(=O)oc2c(C(CCN3CCCC(C)C3)c3cc(OC)c(OC)c(OC)c3)c(OC)cc(OC)c12 (configuration not stated)
→ 8	1	-19	7	4.5	7	4	37	0
CC(C)(CSc1nncn1N)NS(=O)(=O)c1ccc(Cl)cc1
→ 4	4	2	-2	-1.9	-2	-4	12	-1
CC(C)C(NC(=O)c1ccc([N+](=O)[O-])cc1Cl)C(=O)N1CCCC1 (configuration not stated)
→ -5	9	-6	-7	3.3	-10	5	-2	0
COc1cc(S(=O)(=O)NC(Cc2c[nH]c3ccccc23)C(=O)O)ccc1NC(C)=O (configuration not stated)
→ 1	6	14	-2	1.0	-4	0	2	1
CCc1c(-c2ccccc2)nc(N)c(C#N)c1-c1cccs1
→ 10	3	4	9	1.2	6	1	12	1
COc1ccc(-c2nnn(CC(=O)N(CCCN3CCOCC3)C(C(=O)NC3CCCC3)c3ccc(C)o3)n2)cc1 (configuration not stated)
→ -4	0	9	-2	-1.2	3	-1	2	-1
S=c1[nH]nc(Cc2c[nH]c3ccccc23)o1
→ -8	4	-5	-8	2.1	-4	-5	10	-1
CCOC(=O)N1CCN(C(=O)c2ccc3nc(N4CCC(C)CC4)sc3c2)CC1
→ -6	0	-12	0	2.8	-1	-3	10	2
CCCCn1c(=O)c(-[n+]2ccccc2)c([O-])c2ccccc21
→ -5	0	-9	3	-0.3	-6	-1	0	0

(continued)
Order of results – procasp7 counter	GRK2 inh	JMJD2C inh	procasp3 activ	PP5 primary	core dimer inh	PP1 inh	VLA-4 inh	CTSL1 counter
CCCc1c(C(=O)NNc2cccc(Cl)c2)cnn1-c1ccccc1
→ -8	1	0	-10	-0.3	4	0	5	-2
O=C1CN(C(=O)c2ccc(Br)o2)C(c2ccccc2)c2cc(Cl)ccc2N1 (configuration not stated)
→ -2	0	-8	6	0.1	2	-1	1	5
CN(Cc1nc(-c2ccncc2)no1)S(=O)(=O)c1ccc(Cl)cc1
→ -2	4	29	5	-0.6	-8	-3	0	1
Cc1ccsc1C(=O)NNC(=O)C1C2C=CC(C2)C1C(=O)O (configuration not stated)
→ 3	3	-13	-12	0.5	-5	2	23	0
COc1ccccc1CNS(=O)(=O)c1c(C(=O)N2CCCC2)c(C)n(C)c1C
→ -4	3	-14	-3	3.6	-3	0	11	-5
C=CCn1c(SCc2cccc(F)c2)nc2cc(C(=O)N3CCC(C(N)=O)CC3)ccc2c1=O
→ -2	2	2	-6	1.8	2	-2	-7	-3
O=C(Nc1ccccc1Oc1ccccc1)C1=COCCO1
→ 4	4	-25	-9	3.1	2	0	1	1
O=C(COc1ccc([N+](=O)[O-])cc1)Nc1ccc(S(=O)(=O)N2CCOCC2)cc1
→ 7	1	-14	8	3.4	6	1	-9	-1
CCOC(=O)c1cc(C#N)c(SCC(=O)c2cc(C#N)c(SC)nc2C)nc1C
→ 5	0	3	-4	1.2	-75	0	-23	1

Bioassay records: PubChem BioAssay, several laboratories
